Screening data from PubChem.
SR-BI HDL uptake = blocks mouse SR-BI lipid uptake from DiI-HDL; Q61009; ldlA[mSR-BI] CHO cells, DiI-HDL uptake fluorescence, 3 h; inhibition, % at 12.5 µM; 320,000 tested, 0.96% active; AID 488896;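 active means mean replicate inhibition of at least 70% and a set share of replicates each scoring 70 or more; inconclusive means meets just one of the two criteria; inactive means fails both criteria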;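 further: 0% = median of neutral control wells and 100% = median of positive control wells; values of inactives mirror those of a sister screen read the other way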
Target sequence (Q61009 whole entry, looked up): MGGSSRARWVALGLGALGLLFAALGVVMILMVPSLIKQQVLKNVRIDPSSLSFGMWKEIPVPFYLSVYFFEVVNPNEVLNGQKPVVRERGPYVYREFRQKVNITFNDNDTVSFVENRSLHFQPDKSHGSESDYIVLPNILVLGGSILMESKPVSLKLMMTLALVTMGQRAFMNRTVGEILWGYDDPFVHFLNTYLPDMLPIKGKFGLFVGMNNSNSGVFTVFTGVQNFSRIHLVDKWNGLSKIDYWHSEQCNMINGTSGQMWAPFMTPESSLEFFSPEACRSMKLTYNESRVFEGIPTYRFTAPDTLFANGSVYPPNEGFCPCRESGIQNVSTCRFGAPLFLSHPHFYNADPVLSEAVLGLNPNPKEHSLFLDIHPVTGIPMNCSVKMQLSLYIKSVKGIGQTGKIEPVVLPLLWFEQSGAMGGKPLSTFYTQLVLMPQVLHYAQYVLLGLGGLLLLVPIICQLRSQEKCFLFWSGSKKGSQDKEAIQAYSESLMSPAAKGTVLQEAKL
CDK5 inh = inhibitors of human CDK5/p35 kinase; Q00535+Q15078; Recombinant CDK5/p35, ADP-Glo luminescence, 60 min; inhibition, % at 10 µM; 330,000 tested, 0.01% active;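 active means highest replicate inhibition of at least 50% and at least 75% of replicates reaching 50%; inconclusive means only one of the two criteria met; inactive means both criteria failed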;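 further: plate controls were DMSO neutral control for no effect and GW8510 at 10 µM for full effect; many of its hits are not listed in these tables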
PvdQ acylase = P. aeruginosa PvdQ acylase inhibition; AID 488965; 340,000 tested, 0.063% active; inhibition, % at 10 µM; purified PvdQ acylase, fluorescence plate reader; in the data active means inhibition above about 30%, passing the limit was not always enough; inconclusive means no clear call, values can overlap the other calls;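 further: 0% = vehicle neutral wells and 100% = reference inhibitor wells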
Rtt109 Vps75 = blocks Candida albicans Rtt109/Vps75 acetyltransferase activity | AID 540336 | purified Rtt109/Vps75, ThioGlo CoA-SH fluorescence, 4 h | 330,000 tested, 0.16% active | inhibition, % at 34.9 µM | Q5AAJ8;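 active means inhibition of at least 50% in every replicate; inconclusive means best replicate reaches 50% inhibition but some replicates fall short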
RTF Ca sens act = cardiac RTF calcium sensitization; IANBD-labeled TnC RTF fluorescence at EC20 calcium; 0% EC20 calcium, 100% full calcium; activation, % at 7.2 µM; AID 493008; 340,000 tested, 0.24% active;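 active means activation above the mean over all tested compounds plus 3 SD, cut at about 30% in these data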;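 further: rise in fluorescence read as greater calcium sensitivity of cardiac thin filaments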
SR-BI DiI-HDL act = SR-BI HDL lipid transfer activation | CHO ldlA[mSR-BI] cells, DiI-HDL uptake fluorescence, 3 h; 100 = double the neutral-control signal | activation, % at 12.5 µM | 320,000 tested, 0.096% active | AID 504775;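 active means mean replicate activation of at least 60% and every replicate at or above 60%; inconclusive means mean or all-replicate condition met, but not both; inactive means mean below 60% and not all replicates reaching 60%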;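 further: 0% = median plate neutral-control signal and 100% = twice that signal; values of inactives mirror those of a sister screen read the other way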
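material = CHO ldlA[mSR-BI] cells | medium = Ham's F12 with 0.5% BSA, HEPES 25 mM, pH 7.4 | reagent = fluorescent DiI-HDL, 10 µg/mL final | compound dosing = single-point compound dose | incubation = 3 h, 37 °C | measured by = bottom-read fluorescence, 550/595 nm | measure = HDL uptake via cellular fluorescence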
HTR5A ag = activates human HTR5A in OPRM1-OPRD1 agonist counter-screen | HTR5A agonist assay, luminescence, cell-based | activation, % at 9.3 µM | 340,000 tested, 0.61% active; in the data active means activation mostly above about 9.5%, no sharp cut-off; inactive means mostly below about 7.6%;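 further: 0% = cells with vehicle only and 100% = reference agonist; strong numbers were not always called active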
Wnt bcat act = activators of Wnt/beta-catenin signaling | Wnt/beta-catenin reporter cell assay, activator, plate reader | activation, % at 9.35 µM | 300,000 tested, 1.2% active | AID 743398; in the data active means activation above about 30%, passing the limit was not always enough; inconclusive means no clear call, values can overlap the other calls;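 further: 0% = neutral control wells and 100% = positive control wells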
dFosB activator = enhances mouse delta FosB homodimer DNA binding. purified delta FosB, TAMRA-CDK5 oligo fluorescence polarization; percent of positive-control signal above neutral wells. activation, % at 25 µM. P13346. AID 493131. 340,000 tested, 0.99% active;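 active means mean activation above about 17%, with every replicate also reaching it, limit read from the data, passing the limit was not always enough; inconclusive means only one of the two conditions met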;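 further: fluorescence polarization rise as delta FosB binds a TAMRA Cdk5 AP-1 oligo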
Target sequence (P13346 whole entry, looked up): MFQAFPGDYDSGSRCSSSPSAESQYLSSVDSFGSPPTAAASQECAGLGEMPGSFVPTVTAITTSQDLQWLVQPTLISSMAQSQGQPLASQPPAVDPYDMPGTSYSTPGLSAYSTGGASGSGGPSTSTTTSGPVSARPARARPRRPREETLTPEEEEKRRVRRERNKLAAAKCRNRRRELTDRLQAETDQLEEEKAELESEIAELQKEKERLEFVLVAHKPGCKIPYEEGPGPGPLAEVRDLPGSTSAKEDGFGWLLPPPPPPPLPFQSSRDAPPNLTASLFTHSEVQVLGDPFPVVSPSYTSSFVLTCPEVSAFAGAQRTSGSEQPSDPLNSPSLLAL
MITF TRPM1 HTS = activators of MITF-driven TRPM1 promoter activity in SK-MEL-5 cells; SK-MEL-5 TRPM1-promoter luciferase, 24 h; % of positive control, neutral wells = 0; activation, % at 12.5 µM; 300,000 tested, 0.75% active; AID 588334;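 active means mean activation of at least 80% with every replicate also reaching 80%; inconclusive means mean reaches 80% but some replicate falls short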;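 further: 0% = neutral control wells and 100% = parthenolide positive control wells; values of inactives mirror those of a sister screen read the other way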
Numbers without * were called inactive; ? = inconclusive; . = not tested or not shown; & = joins results of further samples. Hits appear at their usual frequency; any-hit rate near 4.4%.

SMILES	SR-BI HDL uptake	CDK5 inh	PvdQ acylase	Rtt109 Vps75	RTF Ca sens act	SR-BI DiI-HDL act	HTR5A ag	Wnt bcat act	dFosB activator	MITF TRPM1 HTS
C[C@H](CCC(=O)O)[C@H]1CC[C@H]2[C@@H]3[C@H](O)C[C@@H]4C[C@H](O)CC[C@]4(C)[C@H]3C[C@H](O)[C@]12C	-27&2&-22	-0.7&0.9&-1.8	1&-16&-4	6&4&-1	8&3&-1	27&-2&22	0&0&5	-3&-3&1	-1&0&2	1&5&-1
CC(C(=O)c1ccccc1)[n+]1cccc(C(N)=O)c1 (stereo not drawn)	-8	-0.4	-21	-2	7	8	2	2	-13	.
CC(Oc1cccc(Cl)c1)C(=O)Nc1ccc(N2CCOCC2)cc1N1CCOCC1 (stereo not drawn)	8	-3.2	-16	2	-7	-8	-6	1	-6	-17
COc1ccccc1N1CCN(C(=O)c2noc(C)c2[N+](=O)[O-])CC1	-11	-0.9	8	5	-1	11	9	0	-7	-4
COc1ccc(C(=S)Nc2ccccc2)cc1	-13	-0.9	-11	-2	0	13	2	.	1	34
O=S(=O)(Nc1nc2ccccc2nc1Cl)c1ccc2ccccc2c1	-5	0.9	-10	20	-4	5	3	.	-2	3
COc1ccccc1NC(=O)COC(=O)Cc1ccc(S(=O)(=O)N2CCCCC2)s1	-7	-1.1	-12	5	-2	7	-1	-1	-8	10
Clc1nc(CN2CCCCC2)nc2sc3c(c12)CCC3	22	2.3	-2	1	-5	-22	-1	0	0	10
OC(c1ccccc1)(C1CCCCC1)C(CN1CCOCC1)c1ccccc1 (stereo not drawn)	18	-0.7	-1	-1	-6	-18	-5	0	-9	-2
COc1cc(/C=C/C(=O)Nc2ccc3nc4n(c(=O)c3c2)CCCC4)cc(OC)c1OC	?	2.4	-11	-20	6	-70	-3	0	?	-11
Cn1c(=O)c2ncn(CC(=O)O)c2n(C)c1=O	2	-0.2	-15	-10	3	-2	1	-3	4	-5
Cn1c(=O)c(C(=O)CSc2nnc(Nc3ccccc3)s2)c(N)n(Cc2ccccc2)c1=O	62	0.7	5	-15	-3	-62	-9	.	?	16
O=C(NCc1ccccc1)N(Cc1cc2cc3c(cc2[nH]c1=O)OCO3)CC1CCCO1 (stereo not drawn)	-10	-2.1	-4	6	9	10	3	.	-4	8
O=C(Nc1ccc(Cl)c(C(F)(F)F)c1)NC1CC2CCCC(C1)N2C1CC1 (stereo not drawn)	7	-0.4	2	-2	-4	-7	0	.	-41	-1
COc1cc2c(cc1OC)C(c1ccccc1C(F)(F)F)CC(=O)N2 (stereo not drawn)	32	-0.3	3	9	-1	-32	-1	0	-8	-5
CCC(C)Sc1ccc([C@H]2N[C@@](CC(C)C)(C(=O)OC)[C@H]3C(=O)N(C)C(=O)[C@@H]23)cc1 (stereo partly drawn)	79*	2.9	-11	3	3	-79	4	-6	-8	11
O=C(c1ccc(Cl)c(Cl)c1)N1CCCC1	-11	-0.5	1	-12	-7	11	-2	3	-7	-15
CC1CCCC(NCC(O)COC(c2ccc(F)cc2)c2ccc(F)cc2)C1C (stereo not drawn)	15	-0.2	-21	9	1	-15	4	-1	-9	-85
CCOC(=O)c1[nH]nc2c1C(=O)N(Cc1ccccc1)C2=O	-16	-0.1	-8	-1	-3	16	2	-6	3	1
C=CCNC(=S)N/N=C(\C)c1ccc(-n2ccnc2)cc1	17	5.6	10	-15	6	-17	0	-1	-1	8
CCN(CCn1cccn1)C(=O)CC1C(=O)NCCN1Cc1ccc(OC)c(OC)c1 (stereo not drawn)	4	1.2	-1	4	-1	-4	5	0	-6	13
CCN(CC)S(=O)(=O)c1cc(-c2nnc(-c3ccc(Br)cc3)o2)ccc1Cl	3	0.7	9	3	3	-2	-4	.	-6	-8
CCOC(=O)c1c(NC(=O)CN2CCN(C(=O)c3ccco3)CC2)sc2c1CCCC2	-17	-0.7	0	12	8	17	2	.	-2	.
COCCNC(=O)C(c1ccc(C)o1)N(C(=O)C(=O)NC1CCCCC1)c1ccc(F)cc1 (stereo not drawn)	-32	-0.1	3	9	6	32	4	-2	-10	7
Cc1ccc(NC(=O)C2CCN(C(=O)c3ccccc3C)CC2)cc1	-27	-0.8	5	8	-4	27	-1	-3	-3	2
Cc1ccc(NC(=O)NC2(C(=O)NCc3ccco3)CCCCC2)cc1	-16	0.2	-7	-16	0	16	1	1	-8	.
CCN(CC(=O)NCc1ccc(F)cc1)C(=O)/C=C/c1ccc(OC)c(S(=O)(=O)NC(C)C)c1	6	-0.9	5	0	-5	-6	11	-8	-8	-37
O=C(CCSCc1ccccc1Cl)NC1CCCCC1	-6	1.1	0	11	4	6	0	5	1	26
O=S(=O)(c1ccc(Cl)s1)N1CCN(Cc2ccccc2)CC1	-18	-1.2	-14	1	0	18	-5	.	-5	1
CCOC(=O)C1CCCN(C(=O)C2CCN(Cc3nc(-c4ccc(Cl)cc4)oc3C)CC2)C1 (stereo not drawn)	.	0.1	-4	5	-4	.	-1	-2	-9	-6
O=C(CCCN1CCOC(c2ccccc2)C1)c1ccc(F)cc1 (stereo not drawn)	-6	1.2	-5	3	-2	6	2	0	7	-6
N#Cc1cccc(NC(=O)c2nc(-c3ccccc3)n(-c3ccccc3)n2)c1	43	-0.4	-17	6	0	-43	-1	-9	-4	5
O=C(c1cc(-c2cccc(Cl)c2)on1)N1CCOCC1	-6	2.9	9	8	-4	6	-2	-1	-1	101*
O=C(Nc1scc(-c2ccccc2)c1C(=O)O)c1ccccc1Cl	-14	1.2	-14	-4	-2	14	0	1	-1	3
C#CCOCCOCCOCCNc1nc(N2CCN(C(=O)[C@H]([C@@H](C)CC)n3cc(CCCCN)nn3)CC2)nc(N2CCN(C(=O)[C@H]([C@@H](C)CC)n3cc(CCCN=C(N)N)nn3)CC2)n1	-20	0.9	-12	6	3	20	3	-3	-3	7
CC(C)(C)OC(=O)N1CCCC1C(=O)N1CCCC1C(=O)N1CCCC1C(=O)O (stereo not drawn)	4	0.4	-4	6	-3	-4	1	.	1	-4
O=C(Nc1ccccc1C(F)(F)F)C1CCCC1	-10	2.3	6	-5	-9	10	2	-1	0	.
CCc1ccc(OCCNC(=O)OCc2ccccc2)cc1	-15	-0.4	-1	16	-5	15	1	2	-6	-10
CC(CNS(=O)(=O)c1ccc(Cl)cc1)n1cncn1 (stereo not drawn)	-22	0.1	-8	1	3	22	1	-3	0	-4
CS(=O)(=O)N1CCN(C(=O)c2ccccc2)C1	-29	2.8	2	11	-9	29	1	-2	6	0
O=C1CN(C(=O)COC(=O)c2cccc(OCc3ccccc3)c2)c2ccccc2N1	25	2.7	-17	2	2	-25	4	7	-1	1
COc1cc([C@@H]2CC=C(C(=O)O)[C@H](c3ccccc3)N2S(=O)(=O)c2ccc(C)cc2)cc(OC)c1OC	-17	-1.3	-5	7	2	17	-1	1	2	-3
COC(=O)c1sc(-c2ccccc2)cc1NC(C)=O	11	-0.4	14	2	-2	-11	-3	1	-29	13
COc1ccc(N2CCN(C3CCCN(C(=O)CCN4CCCCO4)C3)CC2)cc1 (stereo not drawn)	-9	0.2	0	6	3	9	2	-1	2	-2
CN1c2ccsc2C(O)=C(C(=S)Nc2ccccc2)S1(=O)=O	-15	1.9	-5	2	2	15	3	7	8	-1
CSc1ccccc1N=Cc1nc(-c2ccccc2)oc1O	18	1.4	-4	11	6	-18	2	.	-7	15
CCn1c(SCc2ccccc2Cl)nc2nc3c(cc2c1=O)CCCC3	-9	0.6	-20	6	-8	9	1	-4	-9	5
O=C(c1cc2c(s1)CCCCC2)N1CCN(c2ncccn2)CC1	-11	-0.4	5	7	-4	11	-4	.	1	14
COC(=O)NN1C(=O)C(c2ccccc2)=C(c2ccc(Cl)cc2)C1=O	3	-1.3	-12	4	2	-3	-6	11	2	.
CCOc1cc(/C=C2\SC(=S)N(N3CCOCC3)C2=O)ccc1O	.	-0.3	-13	-3	7	.	0	0	8	0
CCn1c(=O)[nH]c(=O)c2c(N)c(C(=O)c3cc(F)ccc3F)sc21	.	7.3	-11	3	0	.	2	-1	-8	-1
CC(=O)c1cccc(N(C(=O)CNC(=O)c2ccco2)C(C(=O)NC2CCCC2)c2ccc(C)o2)c1 (stereo not drawn)	-5	-4.1	-3	9	8	5	-2	-2	-8	-6
O=C(NCc1ccccc1)/C(=C/c1ccc(OC(F)F)cc1)c1ccccc1	35	2.4	-7	1	-2	-35	-6	8	-4	-1
Cc1ccc(-c2cn3cccnc3n2)cc1	7	1.0	-12	-56	1	-7	1	?	1	84*
COc1ccc(C(CNC(=O)Cc2cc(OC)c(OC)c(OC)c2)N2CCCC2)cc1 (stereo not drawn)	-16	-2.4	-1	-4	4	16	0	-2	-3	.
COc1ccc2nc(C)cc(Nc3ccc(C(=O)O)cc3)c2c1	-5	0.9	-7	-8	2	5	-4	.	-5	-3
CCOC(=O)c1[nH]c2ccc(OC)cc2c1NC(=O)CCN1CCCC(C)C1 (stereo not drawn)	5	0.0	-16	-2	-2	-5	-1	.	-6	-9
COC(=O)c1sc2cnccc2c1N	-34	1.8	-7	-458	-2	34	10	.	-11	6
Cc1nc(N)nc(Cl)c1Cc1ccc(Cl)cc1	-16	-0.3	-1	-12	4	16	7	-3	-5	6
Cc1nnc2sc(SCc3ccc(Br)cc3)nn2c1=O	-2	-1.8	-2	-24	0	2	-5	0	3	6
More compounds
SMILES	SR-BI HDL uptake	CDK5 inh	PvdQ acylase	Rtt109 Vps75	RTF Ca sens act	SR-BI DiI-HDL act	HTR5A ag	Wnt bcat act	dFosB activator	MITF TRPM1 HTS
CN(c1ccccc1)S(=O)(=O)c1ccc(NC(=O)c2cccs2)cc1	16	0.3	12	7	-1	-16	2	-12	-1	19
C=CCc1c(C)nc(-c2ccccc2)nc1N/N=C/c1ccccc1	61	-0.2	-2	-1	0	-61	-3	3	-6	10
O=C1NC(c2cccs2)C(C(=O)c2ccccc2)C(O)(C(F)(F)F)N1 (stereo not drawn)	-25	-2.0	-12	-6	4	25	-1	22	2	-12
COC(=O)[C@@H]1[C@H](CCc2ccccc2)NC(=O)N(Cc2ccccc2)[C@@H]1C	-23	0.0	-11	-6	2	23	4	-6	-2	-5
Cc1csc(N/N=C/c2ccc([N+](=O)[O-])cc2)n1	.	-2.3	-11	-2	-8	.	0	12	-3	.
CCOC(=O)N1CCN(C(=O)c2ccccc2NC(=O)c2ccc(Br)cc2)CC1	8	-1.3	-6	.	2	-8	0	-3	-3	-10
